STK33 kin inh: blocks human STK33 kinase activity; Q9BYT3; ADP-Glo luminescence, MBP substrate; inhibition, % at 12.5 µM; 27,000 compounds, 0.44% hits; AID 2322; in the data active means inhibition above about 20%
Target sequence (Q9BYT3 whole entry, looked up): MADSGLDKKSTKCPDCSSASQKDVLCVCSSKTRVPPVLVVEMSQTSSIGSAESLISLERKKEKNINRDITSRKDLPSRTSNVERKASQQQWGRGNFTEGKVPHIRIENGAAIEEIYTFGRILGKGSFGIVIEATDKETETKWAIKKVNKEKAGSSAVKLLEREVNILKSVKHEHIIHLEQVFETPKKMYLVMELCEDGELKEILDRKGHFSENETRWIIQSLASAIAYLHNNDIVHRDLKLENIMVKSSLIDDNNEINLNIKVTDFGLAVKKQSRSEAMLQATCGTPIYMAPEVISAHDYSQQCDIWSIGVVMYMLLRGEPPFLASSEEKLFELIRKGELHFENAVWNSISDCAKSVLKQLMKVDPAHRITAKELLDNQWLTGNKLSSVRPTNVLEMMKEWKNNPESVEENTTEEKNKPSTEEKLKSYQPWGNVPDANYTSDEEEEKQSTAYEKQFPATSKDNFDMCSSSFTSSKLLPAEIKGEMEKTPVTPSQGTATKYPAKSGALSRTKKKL
mut p53 react: re-activators of the mutant p53 pathway | 28,000 compounds, 1.5% hits | AID 624151 | SW480 PUMA-promoter luciferase, p53 mutant reactivation | activation, % at 9.98 µM; in the data active means activation above about 52%
* marks the source's active call; other numbers are inactive results; . = no result given. These rows are one share of the data; count on the stated rates, not on these rows.

cpd	SMILES	STK33 kin inh	mut p53 react
1	C[C@@H]1CN([C@@H](C)CO)C(=O)c2cccc(NC(=O)c3ccncc3)c2O[C@H]1CN(C)C	.	10
2	O=C(CSc1nnnn1-c1ccccc1F)Nc1ccc(Br)cc1	0	-8
3	C[C@@H]1CN([C@@H](C)CO)C(=O)c2cc(NS(=O)(=O)c3cccs3)ccc2O[C@@H]1CN(C)CC1CCCCC1	-3	.
4	Cc1noc(C)c1S(=O)(=O)N(C)C[C@H]1OCCCC[C@@H](C)Oc2ccc(NC(=O)Nc3ccc(F)cc3)cc2C(=O)N([C@H](C)CO)C[C@@H]1C	0	.
5	C[C@@H]1CN([C@@H](C)CO)C(=O)c2cccc(NC(=O)Nc3cccc4ccccc34)c2O[C@H]1CN(C)C(=O)NC1CCCCC1	.	-17
6	Cc1cccc(Nc2nc(N)nc(CSc3nccn3C)n2)c1	-2	41
7	COc1ccc(CN(C)C[C@H]2Oc3ccc(NC(=O)C4CC4)cc3CC(=O)N([C@H](C)CO)C[C@H]2C)cc1	-4	5
8	COc1ccc(CCNC(=O)C(=O)Nc2ccccc2C)cc1OC	-2	27
9	CC(=O)OC[C@H]1O[C@@H](Oc2cc(OC(C)=O)c3c(=O)cc(-c4ccc(OC(C)=O)cc4)oc3c2)[C@H](OC(C)=O)[C@@H](OC(C)=O)[C@@H]1OC(C)=O	4	-2
10	COC(=O)[C@@]1(CCS(=O)(=O)c2ccccc2)COC(c2ccc(OCCCO)cc2)=N1	-9	.
11	O=C1c2cc(O)cc(O)c2C(=O)c2c1cc(O)c(C(CO)CCO)c2O (centres undefined)	14	-3
12	CN1CCN(C2=Nc3cc(Cl)ccc3Nc3ccccc32)CC1	-4	.
13	CNC[C@H]1Oc2ccc(NS(=O)(=O)c3ccccc3)cc2C(=O)N([C@H](C)CO)C[C@H]1C	.	6
14	COc1ccc(OC)c(-n2c(CNC3CCN(Cc4ccccc4)CC3)nc3ccccc3c2=O)c1	-1	17
15	CC(C)NC(=O)N(C)C[C@@H]1Oc2ccc(NC(=O)Nc3ccc(C(F)(F)F)cc3)cc2C(=O)N([C@@H](C)CO)C[C@@H]1C	-1	.
16	Cc1cc(C)c(C)c(Oc2coc3cc(OCC(=O)Nc4ccccc4Cl)ccc3c2=O)c1	2	-8
17	COc1cc2c(cc1NC(=O)COc1cccc(C)c1C)oc1ccccc12	-1	31
18	COC(=O)c1cc(NC(=O)CN(c2cc(Cl)c(Cl)cc2Cl)S(C)(=O)=O)ccc1Cl	2	-2
19	COc1ccc(CCNC(=O)[C@@]2(Sc3ccc(C)cc3)CC(=O)N(C3CCCCC3)[C@@H]2c2ccc(CO)cc2I)cc1	2	.
20	COc1ccc(NC(=O)Nc2ccc3c(c2)CC(=O)N([C@H](C)CO)C[C@@H](C)[C@@H](CN(C)C(=O)NC2CCCCC2)O3)cc1	-7	6
21	CC(C)NC(=O)N(C)C[C@H]1Oc2ccc(NS(=O)(=O)c3ccc(Cl)cc3)cc2CC(=O)N([C@H](C)CO)C[C@H]1C	1	.
22	O=C(COc1ccccc1[N+](=O)[O-])Nc1ccc2oc(-c3ccccc3Br)nc2c1	1	14
23	Cc1ccc(S(=O)(=O)N(C)c2ccc(C(=O)Nc3cccc(N(C)S(C)(=O)=O)c3)cc2)cc1	-5	-1
24	COc1ccc(NC(=O)CSc2nc3sc(C)c(C)c3c(=O)n2-c2ccccc2)c([N+](=O)[O-])c1	-1	1
25	NC(=O)C1CCN(C(=O)CSc2nc(-c3ccccc3)cc(=O)[nH]2)CC1	-2	8
26	CC(C)(C)NC(=O)CSc1nnc(-c2ccco2)n1-c1ccccc1	1	11
27	COc1ccc(NC(=O)N(C)C[C@H]2Oc3ccc(NC(=O)Nc4ccccc4)cc3CC(=O)N([C@H](C)CO)C[C@H]2C)cc1	-1	.
28	C[C@@H]1CN([C@@H](C)CO)C(=O)Cc2cc(NC(=O)c3ccncc3)ccc2O[C@H]1CN(C)Cc1ccccc1	.	9
29	C[C@@H]1CN([C@@H](C)CO)C(=O)c2cc(NC(=O)Nc3ccc(C(F)(F)F)cc3)ccc2O[C@@H]1CN(C)CC1CCCCC1	2	.
30	COc1ccc(C)cc1NC(=O)CSc1nnc(-c2ccc(C(C)(C)C)cc2)n1C	-7	-20
31	CSc1nncc(-c2ccc(Cl)cc2)n1	.	63*
32	Cc1ccc2c(C)c(C(=O)Nc3sc4c(c3C(=O)NCC3CCCO3)CCC4)oc2c1 (centres undefined)	-2	3
33	Cc1cc(C)n2nc(SCC(=O)Nc3ccccc3[N+](=O)[O-])nc2n1	5	-14
34	CCc1cccc(C)c1NC(=O)CSc1nnc(-c2cccnc2)n1C	0	-12
35	COc1ccccc1C#Cc1ccc2c(c1)O[C@H](CN(C)Cc1ccccc1)[C@H](C)CN([C@H](C)CO)S2(=O)=O	.	-16
36	C=C(C)C(=O)OC1CC(CO)CCC/C(CO)=C\C2OC(=O)C(=C)C21 (centres undefined)	-6	.
37	N#Cc1ccc2nc(C(O)C(O)c3nc4ccc(C#N)cc4[nH]3)[nH]c2c1 (centres undefined)	6	.
38	COCCOC(=O)N1C(=O)[C@@]2(c3cc(C#CCCO)ccc31)[C@H](C(N)=O)[C@H]1C(=O)O[C@H](c3ccccc3)[C@H](c3ccccc3)N1[C@@H]2c1ccccc1OCCO	4	.
39	COc1ccc(S(=O)(=O)N(C)C[C@H]2Oc3ccc(N(C)C)cc3CC(=O)N([C@@H](C)CO)C[C@H]2C)cc1	4	.
40	COc1ccc(CN(C)C[C@@H]2Oc3ccc(NC(=O)Nc4ccc(F)cc4)cc3C(=O)N([C@H](C)CO)C[C@@H]2C)cc1	.	-9
41	C[C@@H]1CN([C@@H](C)CO)C(=O)c2cccc(NC(=O)C3CCOCC3)c2O[C@H]1CN(C)Cc1ccc(Cl)c(Cl)c1	.	-4
42	Cc1ccc(-c2nc3ccccc3[nH]2)cc1NC(=O)C(C)Oc1ccc(Cl)cc1Cl (centres undefined)	4	-2
43	C[C@@H]1CCCCO[C@@H](CN(C)C(=O)Nc2cccc3ccccc23)[C@@H](C)CN([C@H](C)CO)C(=O)c2cc(NS(=O)(=O)c3cn(C)cn3)ccc2O1	7	.
44	COc1ccc(CN(C)C[C@@H]2OCCCC[C@@H](C)Oc3ccc(NC(=O)Nc4c(C)noc4C)cc3C(=O)N([C@@H](C)CO)C[C@@H]2C)cc1	.	2
45	C[C@H](CO)N1C[C@H](C)[C@H](CN(C)S(=O)(=O)c2ccc(F)cc2)Oc2ccc(NC(=O)c3ccncc3)cc2CC1=O	2	.
46	C[C@H]1CN([C@@H](C)CO)C(=O)c2cc(NC(=O)c3ccncc3)ccc2O[C@@H]1CN(C)C(=O)Nc1ccccc1	1	.
47	C[C@H]1CN([C@@H](C)CO)S(=O)(=O)c2ccc(C#Cc3cccc(F)c3)cc2O[C@@H]1CN(C)C(=O)NC1CCCCC1	.	-52
48	COc1ccc(S(=O)(=O)N(C)CC(=O)Nc2cccc(C(C)=O)c2)cc1C	2	9
49	COc1ccc(S(=O)(=O)Nc2ccc3c(c2)CC(=O)N([C@@H](C)CO)C[C@H](C)[C@@H](CN(C)S(=O)(=O)c2ccc(OC)cc2)O3)cc1	-1	3
50	CC(C)NC(=O)Nc1ccc2c(c1)C(=O)N([C@@H](C)CO)C[C@H](C)[C@H](CN(C)C(=O)NC1CCCCC1)O2	0	.

Carrying on:
item | SMILES | STK33 kin inh | mut p53 react
51 | CCOC(=O)C1CCCN(S(=O)(=O)c2cccc3cccnc23)C1 (centres undefined) | -3 | 15
52 | C[C@H](CO)N1C[C@H](C)[C@H](CN(C)C(=O)Nc2cccc3ccccc23)Oc2c(NC(=O)c3ccncc3)cccc2C1=O | . | -16
53 | CN(CC(=O)Nc1cccc(F)c1)S(=O)(=O)c1ccccc1 | 5 | 17
54 | CSc1nc(C)cc(OCC(=O)N2CCCCC2)n1 | . | -12
55 | C[C@@H]1CCCCO[C@@H](CN(C)S(=O)(=O)c2ccc(F)cc2)[C@@H](C)CN([C@H](C)CO)C(=O)c2cc(NS(=O)(=O)c3ccccc3)ccc2O1 | 0 | .
56 | C=CCNC(=O)[C@@H]1[C@H]2C(=O)O[C@H](c3ccccc3)[C@H](c3ccccc3)N2[C@H](c2ccccc2OCCO)[C@@]12C(=O)Nc1ccc(C#CC3(O)CCCCCC3)cc12 | 5 | .
57 | CC(C)C[C@@H]1NC(=O)[C@H]2C[C@@H](C(=O)NCc3ccc(F)cc3)[C@@H](c3ccc(O)cc3)N2C1=O | 2 | .
58 | C[C@@H]1CCCCO[C@H](CN(C)Cc2ccc(C(=O)O)cc2)[C@@H](C)CN([C@H](C)CO)C(=O)c2cc(NC(=O)c3ccccc3)ccc2O1 | -1 | .
59 | COc1ccc(CN2C(=O)C(O)(CC(=O)c3cccnc3)c3ccccc32)cc1OC (centres undefined) | -6 | 8
60 | O=S(=O)(NCC1CCN(Cc2cccc(OCCO)c2)CC1)c1ccc(Cl)c(Cl)c1 | 2 | .
61 | CC(C)OC(=O)N(C)C[C@H]1OCc2cn(nn2)CCCC(=O)N([C@H](C)CO)C[C@@H]1C | 7 | 17
62 | CNC[C@H]1Oc2ccc(NC(=O)Nc3cccc4ccccc34)cc2CC(=O)N([C@@H](C)CO)C[C@H]1C | 0 | -7
63 | O=C(NC(=S)c1c(-c2ccccc2)cc2ccccn12)c1ccccc1 | . | 37
64 | O=C1c2ccccc2CN1CCNS(=O)(=O)c1ccc2oc3ccccc3c2c1 | . | 14
65 | C[C@H]1[C@H](C)CC[C@]2(C(=O)O)CC[C@]3(C)C4=CCC5C(C)(C)[C@@H](O[C@@H]6O[C@H](C(=O)O)[C@@H](O)[C@H](O)[C@H]6O)CC[C@]5(C)C4CC[C@@]3(C)[C@H]12 (some centres undefined) | -1 | 0
66 | Cc1onc(-c2ccccc2Cl)c1C(=O)Nc1ccc(S(=O)(=O)Nc2nccs2)cc1 | 4 | -5
67 | C[C@H](CO)N1C[C@H](C)[C@H](CN(C)C(=O)NC2CCCCC2)Oc2ncc(C#CC(C)(C)O)cc2C1=O | -6 | .
68 | COc1ccccc1C(=O)Nc1ccc2c(c1)nc(CCNC(C)=O)n2C | 0 | 131*
69 | CC(C)NC(=O)N(C)C[C@@H]1Oc2ncc(-c3cccc(C(F)(F)F)c3)cc2C(=O)N([C@H](C)CO)C[C@@H]1C | 2 | .
70 | C[C@H]1CCCCO[C@H](CN(C)C(=O)CCCN(C)C)[C@@H](C)CN([C@@H](C)CO)C(=O)c2cc(NC(=O)Cc3ccccc3)ccc2O1 | . | 4
71 | Cc1nnc(SCC(=O)Nc2ccc(Br)cc2)n1-c1ccccc1 | -5 | 4
72 | Cc1cc(Br)ccc1OCC(=O)Nc1ccccc1[N+](=O)[O-] | 0 | 24
73 | C[C@@H]1CN([C@H](C)CO)C(=O)CCCn2cc(nn2)CO[C@@H]1CN(C)Cc1ccc(O)cc1 | -1 | .
74 | C[C@@H]1CCCCO[C@@H](CN(C)C(=O)NC2CCCCC2)[C@@H](C)CN([C@H](C)CO)C(=O)c2cc(NC(=O)Nc3ccc(F)cc3)ccc2O1 | 3 | .
75 | COc1ccc(NC(=O)N(C)C[C@@H]2Oc3ccc(NS(=O)(=O)c4ccc(Cl)cc4)cc3CC(=O)N([C@H](C)CO)C[C@@H]2C)cc1 | 1 | .
76 | C=C(C(=O)O)C(CCCCCCO)C(=O)O (centres undefined) | -6 | -5
77 | COc1ccc(-c2cc(=O)c3c(OC)c(OC)c(OC)c(OC)c3o2)cc1 | -2 | -17
78 | C[C@H](CO)N1C[C@H](C)[C@@H](CN(C)C(=O)c2ccncc2)Oc2cc(C3=CCCC3)ccc2S1(=O)=O | . | 10
79 | COc1ccc(S(=O)(=O)Nc2ccc3c(c2)CC(=O)N([C@H](C)CO)C[C@H](C)[C@H](CN(C)C(=O)Nc2c(C)noc2C)O3)cc1 | 2 | .
80 | C[C@H]1[C@H](NC(=O)/C(=N\OC(C)(C)C(=O)O)c2csc(N)n2)C(=O)N1S(=O)(=O)O | 0 | -7
81 | COc1ccc(S(=O)(=O)Nc2ccc3c(c2)CC(=O)N([C@@H](C)CO)C[C@@H](C)[C@H](CN(C)Cc2ccc(C(F)(F)F)cc2)O3)cc1 | . | -25
82 | CNC[C@@H]1Oc2ccc(NS(C)(=O)=O)cc2C(=O)N([C@@H](C)CO)C[C@H]1C | . | 8
83 | C[C@H]1CN([C@@H](C)CO)C(=O)Cc2cc(NS(=O)(=O)c3cn(C)cn3)ccc2O[C@@H]1CN(C)C(=O)Nc1ccc2c(c1)OCO2 | -1 | .
84 | CC(C)(C)C(=O)CSc1nnc(-c2ccco2)o1 | 2 | 70*
85 | N#CC1=C(N)C(C#N)=c2s/c(=C/c3cccc(F)c3)c(=O)n2C1c1cccc(F)c1 (centres undefined) | 12 | .
86 | Cc1noc(C)c1NC(=O)Nc1ccc2c(c1)C(=O)N([C@H](C)CO)C[C@@H](C)[C@H](CN(C)C(=O)NC1CCCCC1)O2 | . | -2
87 | CN(C)CCNc1nc2c(c(=O)n(C)c(=O)n2C)n1Cc1ccccc1Cl | -1 | 4

Screens deposited in PubChem BioAssay by Broad Institute.
